KCNK3 inh: human KCNK3 channel inhibition, primary screen | CHO-KCNK3 thallium flux, FluxOR fluorescence; stronger effect = lower value | B-score at 10 µM | O14649 | hit rate 0.84% among 340,000;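 active = B-score under library mean minus 4 SD, starting fluorescence ratio at most library mean plus 5 SD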;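 note: more negative B-score means stronger inhibition of thallium flux through KCNK3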
TRPC4 block: inhibitors of mouse TRPC4 channel | Q9QUQ5 | HEK293 TRPC4beta/mu-opioid, DAMGO-evoked Fluo4 calcium flux; stronger effect = lower value | B-score at 10 µM | hit rate 0.39% among 300,000;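 active = B-score over 3 SD under the library average, no early fluorescence shift, positive overall ratio signal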
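Material: HEK293 cells with stable TRPC4beta plus mu-opioid receptor expression; probe or stimulus: DAMGO in two steps, submaximal then maximal; technique: Fluo4 calcium fluorescence by kinetic imaging, 5 s 1 Hz baseline; measure: integrated fluorescence ratio relative to baseline, converted to per-well B score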
KCNQ1 pot: human KCNQ1 channel potentiation or activation | P51787 | CHO-K1 KCNQ1, thallium flux FluxOR fluorescence; stronger effect = higher value | B-score at 10 µM | hit rate 0.35% among 310,000 | AID 2648;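 active = fluorescence ratio B-score, a plate-corrected score, at least three library SD, with initial intensity B-score within 5 SD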
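assay system = KCNQ1-transfected CHO-K1 cells | medium = assay buffer with matched DMSO | probe or stimulus = depolarizing K+/Tl+ stimulus, K2SO4 and Tl2SO4 each 12.5 mM in 5x stock | dosing = single dose | incubation = dye 90 min, compound 20 min, room temperature | detection = kinetic FluxOR fluorescence, 10 s baseline plus 110 s post-stimulus | evaluation = ratio B score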
TRPC4 PAM: allosteric potentiators of mouse TRPC4 channel; B-score at 10 µM; Q9QUQ5; HEK293 TRPC4beta/mu-opioid, DAMGO EC20, Fluo-4 Ca2+ flux; stronger effect = higher value; hit rate 0.42% among 310,000;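 active = B-score of calcium response area above 5 SD of library B-scores, with initial fluorescence ratio within 5 SD of library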;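 note: B-score of integrated fluorescence ratio over time as area under calcium response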
PolyA inh: blocks polyadenylation in yeast reporter cells | S. cerevisiae SKY197-pL101 polyadenylation reporter, beta-gal luminescence; efflux-impaired pdr1/pdr3 knockout yeast; score 100 = 6 SD above DMSO | calls only at 12 µM | hit rate 0.02% among 300,000 | AID 1875;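 active = lowest replicate activity score at least 50, where 100 means six control SD above control mean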;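 note: yeast exposed to compound for 9 h at 30 °C; higher score means more reporter readthrough which indicates perturbed polyadenylation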
hERG rescue: hERG (human) protection from proarrhythmic block. CHO-hERG, FluxOR thallium flux, dofetilide IC70 present. activation (rescue from dofetilide block), less the hit threshold, % at 10 µM. hit rate 0.51% among 310,000. AID 1511;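 active = activation above the mean of controls blocked by dofetilide plus 5 SD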;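 note: thallium influx through hERG after potassium depolarization seen as dye fluorescence rise; in these data hits start at about 4.7%; inactives centre near -7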
Target sequence (Q12809 whole entry, looked up): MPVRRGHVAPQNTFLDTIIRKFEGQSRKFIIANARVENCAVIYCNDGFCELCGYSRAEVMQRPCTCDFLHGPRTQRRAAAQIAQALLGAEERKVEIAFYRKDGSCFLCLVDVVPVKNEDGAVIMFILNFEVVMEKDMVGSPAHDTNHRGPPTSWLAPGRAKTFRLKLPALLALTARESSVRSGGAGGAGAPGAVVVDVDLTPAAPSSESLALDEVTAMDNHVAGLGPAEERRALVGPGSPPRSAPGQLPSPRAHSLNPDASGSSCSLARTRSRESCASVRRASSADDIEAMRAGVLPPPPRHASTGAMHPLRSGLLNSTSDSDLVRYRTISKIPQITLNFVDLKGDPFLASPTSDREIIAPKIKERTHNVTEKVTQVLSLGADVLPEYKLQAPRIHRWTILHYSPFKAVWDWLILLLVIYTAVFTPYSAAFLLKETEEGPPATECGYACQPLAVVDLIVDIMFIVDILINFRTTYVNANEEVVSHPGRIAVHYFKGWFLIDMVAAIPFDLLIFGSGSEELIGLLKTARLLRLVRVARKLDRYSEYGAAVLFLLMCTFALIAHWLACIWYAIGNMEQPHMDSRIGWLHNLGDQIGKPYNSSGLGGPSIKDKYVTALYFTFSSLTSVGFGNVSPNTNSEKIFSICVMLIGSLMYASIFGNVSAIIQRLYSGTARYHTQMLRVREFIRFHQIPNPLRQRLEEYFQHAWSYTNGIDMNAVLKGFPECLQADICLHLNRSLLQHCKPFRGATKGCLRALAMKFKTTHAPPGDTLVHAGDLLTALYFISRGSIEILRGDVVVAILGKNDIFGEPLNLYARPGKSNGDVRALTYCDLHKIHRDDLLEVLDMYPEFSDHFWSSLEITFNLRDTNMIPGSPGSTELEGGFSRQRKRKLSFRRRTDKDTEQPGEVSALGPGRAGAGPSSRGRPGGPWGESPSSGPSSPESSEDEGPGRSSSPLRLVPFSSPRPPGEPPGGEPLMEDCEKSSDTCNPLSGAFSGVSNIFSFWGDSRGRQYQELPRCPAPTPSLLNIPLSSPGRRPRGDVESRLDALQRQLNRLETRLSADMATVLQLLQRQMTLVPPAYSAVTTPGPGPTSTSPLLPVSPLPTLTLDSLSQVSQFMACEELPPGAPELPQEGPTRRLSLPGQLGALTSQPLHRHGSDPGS
KCNK9 inh: human KCNK9 channel inhibition | Q9NPC2 | HEK293 KCNK9, FluxOR thallium flux fluorescence; stronger effect = lower value | B-score at 10 µM | hit rate 1.2% among 310,000 | AID 488922;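 active = ratio B-score over 3 SD below the library mean, with starting fluorescence within 5 SD of its mean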;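 note: negative B-score means less thallium flux so channel inhibition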
TRPC4 act: opens the mouse TRPC4 cation channel; HEK293 TRPC4beta/mu-opioid, Fluo4 calcium fluorescence; stronger effect = higher value; B-score at 10 µM; hit rate 0.49% among 310,000; AID 2237;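 active = B-score above 5 SD of library B-scores, and initial fluorescence ratio not above library mean plus 5 SD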;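 note: positive B-score marks a calcium rise read as TRPC4 activation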
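Assay system: HEK293 stable line with TRPC4beta plus mu-opioid receptor; schedule: 45 min room-temperature Fluo4 loading, 110 s read; technique: kinetic Fluo4 calcium fluorescence; evaluation: integrated baseline-normalised fluorescence ratio, converted to per-well B score; controls: buffer (low) and maximal DAMGO (high)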
KCNQ1 block: human KCNQ1 channel inhibition | P51787 | CHO-K1 KCNQ1, FluxOR thallium flux fluorescence; stronger effect = higher value | B-score at 10 µM | hit rate 1.3% among 310,000 | AID 2642;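 active = compounds whose thallium flux B-score, printed positive for inhibition, exceeds three library SD while starting fluorescence stays within three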;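 note: channel opened by potassium depolarization with thallium stimulus after 20 min compound exposure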
Dyrk1A ADPGlo: blocks rat Dyrk1A kinase activity; AID 504441; ADP-Glo luminescence, NFATc1 peptide; hit rate 0.43% among 310,000; inhibition, % at 12.5 µM; Q63470; in the data active = inhibition above about 50%;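 note: plate controls were vehicle with enzyme for no effect and no enzyme for full effect; many of its hits are not listed in these tables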
Platelet DG rel: platelet dense granule release activity; human platelet-rich plasma, SFLLRN dense granule ATP release, luminescence; inhibition, %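 (compounds screened at 7.5 µM in platelet-rich plasma)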; hit rate 0.22% among 300,000; AID 1663;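 active = mean replicate score, as percent of positive control, at or above 50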
* hit, by the source's call; i = inactive; · = not tested or not shown. These rows are one share of the data (hit frequency here may not be typical).

SMILES	KCNK3 inh	TRPC4 block	KCNQ1 pot	TRPC4 PAM	PolyA inh	hERG rescue	KCNK9 inh	TRPC4 act	KCNQ1 block	Dyrk1A ADPGlo	Platelet DG rel
COc1cc(/C=N/n2c(C3CCCCC3)n[nH]c2=S)cc(OC)c1O	i	i	i	i	i	-4.3	i	i	i	4.0	5.4
O=C(CNC(=O)c1ccccc1F)c1ccccc1	i	i	i	i	i	-6.4	i	i	i	3.8	4.6
O=C(NCc1cccc(Cl)c1)c1cccc(C(F)(F)F)c1	i	i	i	i	i	-12.6	i	i	i	3.4	7.6
CN1C2CCC1CC(NS(=O)(=O)c1cc(Cl)c(Cl)cc1Cl)C2 (stereo unspecified)	i	i	i	i	i	-2.0	i	i	i	-2.9	7.9
CCn1c(N2CCN(C(=O)Nc3ccc(F)cc3)CC2)nc2ccccc21	i	i	i	i	i	-10.7	i	118*	i	5.6	-25.7
O=[N+]([O-])c1ncccc1OCc1ccc(Br)cc1F	i	i	i	i	i	-10.0	i	i	i	-5.0	1.7
CCOC(=O)c1ccc(N2C(=O)C(CC(N)=O)N(CCc3ccc(OC)c(OC)c3)C2=S)cc1 (stereo unspecified)	i	i	i	i	i	-11.5	i	i	i	-0.6	-0.1
CC1=CC(C)(C)n2c(O)c(N=N)c3cc(C)cc1c32	i	i	i	i	i	-10.4	i	i	i	3.8	10.2
Cc1occc1C(=O)Nc1nnc(C2CCCCC2)s1	i	i	i	i	i	-9.1	i	i	i	-6.0	8.3
O=C(CNC(=O)c1cccs1)NCC(=O)OCc1cccc(Cl)c1	i	i	i	i	i	-1.1	i	i	i	-5.3	2.9
NC(=O)c1nsc(C(=O)N(c2ccc3c(c2)OCCO3)C(C(=O)NCC2CCCO2)c2ccc(F)cc2)c1N (stereo unspecified)	i	i	i	i	i	-12.9	i	i	i	1.0	-11.8
CC(=O)NS(=O)(=O)c1ccc(NC(=O)/C=C/c2ccc(C)o2)cc1	i	i	i	i	i	-6.2	i	i	i	2.2	-2.9
Cc1c(C(=O)N(C)C)sc2nc(-c3ccccn3)[nH]c(=O)c12	i	i	i	i	i	-1.8	i	i	i	-0.5	-1.1
CC(=O)N1CCC(C(=O)N2CCN(S(=O)(=O)c3ccc(Cl)s3)CC2)CC1	i	i	i	i	i	-5.8	i	i	i	4.3	9.3
O=C(c1ccc(S(=O)(=O)Nc2cccc(C(F)(F)F)c2)cc1)N1CCC1	i	i	i	i	i	-8.9	i	i	i	-0.4	14.3
CCN1C(=O)[C@H]2[C@@H](c3ccc(C)cc3)N3C(=O)N(c4cccc(Cl)c4)C(=O)[C@@]3(Cc3ccccc3)[C@H]2C1=O	i	i	i	i	i	-5.5	i	i	i	1.3	10.8
CC(=O)NC(=S)Nc1ccccc1F	i	i	i	i	i	-11.7	i	i	i	-2.9	6.1
COc1cccc(Cn2c(=O)c3ccccc3n3nc(C)cc23)c1	i	i	i	i	i	-10.7	i	i	i	0.9	-4.5
O=C(CCc1nc(-c2ccccc2Cl)no1)NC1CCCCC1	i	i	i	i	i	-7.0	i	i	i	1.2	-0.9
O=C(COc1ccc(CO)cc1)Nc1ccc(F)cc1	i	i	i	i	i	-9.7	i	i	i	5.7	1.1
CC1CC(C)CN(c2ccc(C(=O)OCC(=O)NC3CCCc4ccccc43)cc2[N+](=O)[O-])C1 (stereo unspecified)	i	i	i	i	i	-12.6	-6.71*	i	i	4.5	-10.6
O=c1cc(-c2ccccc2)nc2cc(-c3ccc(Br)cc3)[nH]n12	i	i	i	i	i	-0.1	i	i	i	-3.4	-4.0
Cc1cc(C(=O)CSc2nnnn2C)c(C)n1-c1cccc(F)c1	i	i	i	i	i	-6.5	i	i	i	0.7	-0.6
CCc1cccc(NC(=O)C2CCN(S(=O)(=O)c3ccc4c(c3)NC(=O)CO4)CC2)c1	i	i	i	i	i	-7.1	i	i	i	-1.3	-4.9
COc1ccc(C2C(=O)N(CCc3ccccc3)CC(=O)N2C2CCCCC2)cc1 (stereo unspecified)	i	i	i	i	i	-5.3	i	i	i	1.9	3.8
COc1ccc(CNC(=O)c2sccc2-c2ccccc2)cc1OC	i	i	i	i	i	-12.3	i	i	i	-2.6	2.7
CN(C)S(=O)(=O)c1cccc(NC(=O)COC(=O)CCc2nc3ccccc3s2)c1	i	i	i	i	i	-11.7	i	i	i	-7.0	0.6
COc1ccc(NC2=C(Cl)C(=O)N(CCc3ccccc3)C2=O)c(OC)c1	i	i	i	i	i	-9.3	i	i	i	0.7	2.1
Nc1nc2n(n1)C(=O)CC(c1ccc(Cl)cc1)N2 (stereo unspecified)	i	i	i	i	i	5.0*	i	i	i	-6.2	-5.0
CCOc1ccc(NC(=O)[C@@H](NC(=O)c2ccccc2)[C@@H](C)CC)cc1	i	i	i	i	i	-8.2	i	i	i	-8.1	-43.1
Cc1ccc(NC(=O)C2CC(=O)NC(N3CCc4ccccc43)=N2)cc1 (stereo unspecified)	i	i	i	i	i	-13.3	i	i	i	4.5	2.2
CCCCOc1ccccc1NC(=O)Cn1c(-c2nonc2N)nc2ccccc21	-8.84*	i	i	i	i	-9.4	i	i	i	13.3	-0.7
COCCNC(=O)[C@H](C)[C@H]1C[C@]1(C)[C@H](NC(=O)OCc1ccccc1)c1ccccc1	i	i	i	i	i	-2.8	i	i	i	8.9	4.1
CCn1nccc1C(=O)Nc1ccc(C(=O)OC(C)C)cc1	i	i	i	i	i	-7.3	i	i	i	0.2	3.7
Cc1ccccc1NC(=O)c1ccc(Cn2cc([N+](=O)[O-])cn2)o1	i	i	i	i	i	-2.7	i	i	i	-7.8	1.5
CC(C)(C)c1cc(NCCCn2ccnc2)n2ncc(-c3ccccc3)c2n1	i	i	i	i	i	-28.8	i	i	i	14.7	-0.9
O=C1N/C(=C/c2cccs2)C(=O)N1Cc1ccc(F)cc1	i	i	i	i	i	-11.6	i	i	i	-3.3	9.4
CC(c1nccs1)N(C)C(=O)c1ccc(OC2CCN(CCc3ccccc3)CC2)cc1 (stereo unspecified)	i	i	i	i	i	-0.4	i	i	i	1.7	-4.0
COc1ccc(CCNC(=O)C2CCC(CNS(=O)(=O)c3ccc(F)cc3)CC2)cc1OC (stereo unspecified)	i	i	i	i	i	-2.2	i	i	i	·	-3.2
O=c1c2ccccc2nc(SCc2cc([N+](=O)[O-])cc3c2OCOC3)n1-c1ccccc1	i	i	i	i	i	-6.2	i	i	i	-5.1	-17.8
CCn1c(=O)c(C(=O)NCc2ccc(Cl)cc2)c(O)c2ccccc21	i	i	i	i	i	1.0	i	i	i	2.3	-0.1
CCO[C@@H]1OC(C(=O)NC2CC2)=C[C@H](C(C)(C)C)[C@H]1CCCO	i	i	i	i	i	0.7	i	i	i	6.6	-1.5
CCOC(=O)c1cnc2c(cnn2C)c1NCc1ccc(OC)cc1	i	i	i	i	i	0.2	i	i	i	·	3.9
Cc1cccc2sc(NC(=O)CN3C(=O)c4ccccc4C3=O)nc12	i	i	i	i	i	-6.8	i	i	i	2.8	-3.5
COc1ccc(N(CC(=O)NCCSCc2ccco2)S(=O)(=O)c2ccccc2)cc1OC	i	i	i	i	i	-10.4	i	i	i	2.7	11.0
Cc1cc(C(F)(F)F)n(-c2nc(C(=O)O)cs2)n1	i	i	i	i	i	0.8	i	i	i	-4.5	-2.6
Cc1nnc(NC(=O)CSc2nccn2-c2cccc(C)c2C)s1	i	i	i	i	i	-10.4	i	i	i	1.2	-0.5
Cc1c(NC(=O)CSc2ccccn2)c(=O)n(-c2ccccc2)n1C	i	i	i	i	i	-6.7	i	i	i	-1.7	-0.7
COC(=O)c1sccc1-n1cccc1C(=O)C(=O)N1CCOCC1	i	i	i	i	i	1.6	i	i	i	-3.0	-6.0
O=C(Nc1ccccc1-c1nc2ccccc2s1)c1cccnc1	i	i	i	i	i	-7.8	i	i	i	3.0	7.1
CCOC(=O)c1cc(-c2ccc(Cl)cc2)nc2onc(C)c12	·	i	i	i	i	-8.8	-8.03*	i	i	·	-2.1
CCC(=O)Nc1nc2ccccc2n1Cc1ccc(Cl)cc1	i	i	i	i	i	-8.8	i	i	i	0.8	0.2
CNS(=O)(=O)c1ccc2ccccc2c1	i	i	i	i	i	-14.1	i	i	i	4.6	-4.4
CCOc1ccccc1N1CCN(C(=S)NCc2ccccc2)CC1	i	i	i	i	i	-8.3	i	i	i	-8.1	0.8
O=C/C(=C\Nc1ccccn1)c1nc2cc(Cl)ccc2o1	i	i	i	i	i	-9.8	-8.46*	i	i	-33.7	8.7
Cc1cc(C)n(-c2ccc(C(=O)OC(C)C)cc2)n1	i	i	i	i	i	-0.9	i	i	i	8.1	-0.4
CCOc1ccc(S(=O)(=O)Nc2ccc(C(=O)N/N=C(\C)c3ccc(-n4ccnc4)cc3)cc2)cc1	i	i	i	i	i	-10.4	i	i	i	-7.6	2.1
Cc1ccc(N(C(=O)c2ccncc2)C2C=CS(=O)(=O)C2)cc1 (stereo unspecified)	i	i	i	i	i	-0.6	i	i	i	1.4	4.4
CSc1ccccc1OCc1cc(C(=O)N2CCN(C)C(c3ccccc3)C2)no1 (stereo unspecified)	i	i	i	i	i	-16.1	i	i	i	-7.4	1.9
CCOC(=O)N1CCC(Nc2c(NCCCN(C)Cc3ccccc3)c(=O)c2=O)CC1	i	i	i	i	i	-9.5	i	i	i	-0.8	-7.2
Further results.
SMILES	KCNK3 inh	TRPC4 block	KCNQ1 pot	TRPC4 PAM	PolyA inh	hERG rescue	KCNK9 inh	TRPC4 act	KCNQ1 block	Dyrk1A ADPGlo	Platelet DG rel
CCC(C)N(C(=O)CSc1nc(-c2ccccc2)cs1)C1CCS(=O)(=O)C1 (stereo unspecified)	i	i	i	i	i	-14.6	i	i	i	10.5	-3.0
CCCn1nnc(NC(=O)c2ccc3c(c2)OCO3)n1	i	i	i	i	i	-6.3	i	i	i	10.3	-5.3
Cc1noc(C)c1CSCC(=O)N(CC(C)C)c1c(N)n(Cc2ccccc2)c(=O)[nH]c1=O	i	i	i	i	i	-14.0	i	i	i	10.3	-0.9
O=C(Nc1ccncc1)C1CCN(S(=O)(=O)c2cccs2)CC1	i	i	i	i	i	-0.1	i	i	i	2.9	1.7
O=C(CCc1nnc(-c2ccsc2)o1)N1CCCCC1CCn1ccnc1 (stereo unspecified)	i	i	i	i	i	-11.5	i	i	i	-4.5	2.8
